hK5 inh = kallikrein 5 (human) inhibition | Q9Y337 | recombinant hK5, fluorogenic AMC substrate cleavage | inhibition, % at 5 µM | 210,000 compounds, 0.59% hits;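 active = inhibition of 40% or more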;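 also: 0% = enzyme controls without compound and 100% = no-enzyme blanks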
FXIa inh = factor XIa (human) inhibition. inhibition, % at 5 µM. purified FXIa, Boc-Glu-Ala-Arg-AMC fluorogenic substrate. 220,000 compounds, 0.14% hits. P03951. AID 798;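 active = inhibition of at least 40%; inactive = inhibition below 40%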;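 also: fluorescence of freed AMC excited at 355 nm; 0% = enzyme without compound and 100% = no enzyme blank; many of its hits are not listed in these tables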
Target sequence (P03951 19-387 limits assumed): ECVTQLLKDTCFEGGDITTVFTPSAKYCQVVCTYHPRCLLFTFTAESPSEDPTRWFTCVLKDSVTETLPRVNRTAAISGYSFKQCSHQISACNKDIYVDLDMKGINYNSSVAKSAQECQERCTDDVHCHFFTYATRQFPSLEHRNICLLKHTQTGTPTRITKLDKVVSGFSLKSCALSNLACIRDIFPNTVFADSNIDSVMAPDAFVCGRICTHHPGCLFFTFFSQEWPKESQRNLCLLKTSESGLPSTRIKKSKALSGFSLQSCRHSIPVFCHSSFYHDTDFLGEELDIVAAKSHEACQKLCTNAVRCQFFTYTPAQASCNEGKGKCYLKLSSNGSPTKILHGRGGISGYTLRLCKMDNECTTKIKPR
Target sequence (P03951 388-625 limits assumed): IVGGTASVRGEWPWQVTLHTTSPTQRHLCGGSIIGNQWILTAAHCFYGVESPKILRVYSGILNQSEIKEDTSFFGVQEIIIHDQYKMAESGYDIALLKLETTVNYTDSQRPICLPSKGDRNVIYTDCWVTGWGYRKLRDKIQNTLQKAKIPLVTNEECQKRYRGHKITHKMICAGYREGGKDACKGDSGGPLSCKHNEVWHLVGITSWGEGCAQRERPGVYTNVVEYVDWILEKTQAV
Wee1 degr inh = blocks degradation of human Wee1 kinase; 220,000 compounds, 1.2% hits; reporter increase, % at 5 µM; P30291; HeLa Luc-Wee1K328M stability, luciferase luminescence; 100% = proteasome inhibitor MG132 effect;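 active = activation above the mean of all tested compounds plus 3 SD, set per screening run, cut at about 8.8% in these data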;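 also: cells exposed to compound for 20 h before luminescence read; 0% = DMSO alone and 100% = MG132 at 30 µM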
FXIIa inh = blocks human coagulation factor XIIa protease activity; P00748; purified FXIIa, Boc-QGR-AMC fluorogenic substrate, 2 h; inhibition, % at 5 µM; 220,000 compounds, 0.3% hits; AID 800; in the data active = inhibition above about 40%;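 also: 0% = enzyme with no compound and 100% = blank without enzyme; many of its hits are not listed in these tables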
Thrombin inh = blocks human thrombin protease activity; 220,000 compounds, 0.26% hits; alpha-thrombin, Boc-VPR-AMC fluorogenic substrate cleavage; inhibition, % at 5 µM; P00734;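 active = inhibition at or above 40%; inactive = inhibition below 40%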;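 also: 0% = enzyme with no compound and 100% = wells without enzyme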
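signal = AMC fluorescence, 355/460 nm | material = human alpha-thrombin enzyme | control set = enzyme without compound as high, wells lacking enzyme as low | times = reaction at room temperature | read-out basis = percent inhibition scaled between no-compound controls and no-enzyme blanks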
Runt-SMMHC FRET = blocks binding of human RUNX1 Runt domain to CBFb-SMMHC. Q01196+Q13951. Cerulean-Runt/Venus-CBFb-SMMHC FRET ratio 530/480, 1 h. inhibition, % at 20 µM. 220,000 compounds, 0.74% hits. AID 1434;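 active = mean inhibition across duplicate retests at 20 µM reaching about 50%, limit read from the data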;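 also: 0% = DMSO wells and 100% = wells with excess untagged CBFb-SMMHC; inhibitors lower the FRET ratio by blocking Runt binding to CBFb-SMMHC; some results filed as inactive read as strong as hits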
14-3-3 Bad inh = disrupts binding of bovine 14-3-3 zeta to phospho-Bad peptide; TR-FRET 14-3-3zeta/Dy647-pBad peptide displacement, 1 h; inhibition, % at 21.7 µM; AID 781; P63103; 220,000 compounds, 0.71% hits;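 active = inhibition above about 70%, limit read from the data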;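 also: 0% = full 14-3-3 plus peptide FRET controls and 100% = background without 14-3-3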
Target sequence (P63103 whole entry, looked up): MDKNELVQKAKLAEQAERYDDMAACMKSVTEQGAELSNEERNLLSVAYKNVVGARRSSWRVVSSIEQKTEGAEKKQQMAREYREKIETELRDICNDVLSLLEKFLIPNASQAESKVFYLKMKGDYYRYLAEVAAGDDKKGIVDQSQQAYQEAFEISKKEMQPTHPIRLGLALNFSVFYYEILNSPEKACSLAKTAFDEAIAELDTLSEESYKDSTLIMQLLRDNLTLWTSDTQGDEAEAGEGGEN
Runt-CBFb FRET = Runt domain-CBFb interaction inhibition | Cerulean-Runt/Venus-CBFb FRET ratio 530/480, 1 h | inhibition, % at 20 µM | 220,000 compounds, 0.46% hits | AID 1496;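 active = inhibition over about 50% at 20 µM in the single-dose screen, limit read from the data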;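 also: 0% = DMSO wells and 100% = excess unlabeled CBFb competitor control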
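Reagent – Venus-CBFb binding partner, 100 nM · Assay system – Cerulean-tagged RUNX1 Runt domain (FRET donor) fusion protein · Input – 100 nM per protein · Incubation – two 1 h room-temperature incubations shielded from light · Measured by – FRET fluorescence · Medium – Tris buffer pH 7.5 with salts and BSA · Benchmarks – unlabeled CBFb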
Hck-Nef inh = blocks Nef-activated human Hck kinase | inhibition, % at 20 µM | 220,000 compounds, 0.68% hits | Recombinant Hck-YEEI plus Nef, Z-Lyte FRET kinase assay | P08631;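 active = Hck-Nef kinase inhibition above about 50%, limit read from the data; inactive = inhibition below that limit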;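 also: 0% = DMSO with Hck plus Nef and 100% = Hck alone without Nef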
Starred values were filed as active, the others as inactive; . = not tested or not shown; [ ] = another dose, or the depositor's remark. Only part of the results is shown, so the mix of outcomes need not match the whole.

SMILES	hK5 inh	FXIa inh	Wee1 degr inh	FXIIa inh	Thrombin inh	Runt-SMMHC FRET	14-3-3 Bad inh	Runt-CBFb FRET	Hck-Nef inh
CCOC(=O)c1cc(C(O)(C(=O)OC)C(F)(F)F)c(/N=C/N(C)C)o1 (stereo not drawn)	-16	2	-1	4	-3	0	-14	0	1
COc1ccc(C(=O)C2CCCN(Cc3cnc(C)s3)C2)c(OC)c1 (stereo not drawn)	-1	-2	-4	3	-2	2	4	0	11
COc1cccc(C(=O)C2CN(C)CC2c2ccc(Cl)cc2)c1 (stereo not drawn)	-5	-7	-2	2	-5	2	-3	0	9
CCN(CC)C(=O)c1ccc(NC(=O)c2cccc(F)c2)cc1	-11	-15	8.8*	7	-3	2	-7	1	6
CCCCN1C(=O)/C(=C\c2ccco2)C(=O)N(CCc2ccccc2)C1=O	-19	2	-2	14	2	4	7	3	1
CC(NCc1ccccc1Cl)C(O)c1ccccc1 (stereo not drawn)	-1	-12	0	-15	-4	-5	7	-1	2
CC(C(=O)c1ccccc1)N1C(=O)c2ccccc2C1=O (stereo not drawn)	-10	4	1	6	-11	5	5	-1	3
CC(C)Oc1cccc(C(=O)C2CCCN(C3CCOCC3)C2)c1 (stereo not drawn)	5	1	8	10	-4	4	-13	-1	19
COCCOC(=O)c1c(C)n(C)c2ccc(OC(=O)N(C)C)cc12	5	-20	0	8	-3	-5	48	1	-1
Cc1cc(/C=C2\C(=O)NC(=O)N(c3ccc(Cl)cc3)C2=O)c(C)n1C	0	-2	-1	3	0	-11	3	3	5

Overlap with the part before: two compounds, followed by the next part.
SMILES	hK5 inh	FXIa inh	Wee1 degr inh	FXIIa inh	Thrombin inh	Runt-SMMHC FRET	14-3-3 Bad inh	Runt-CBFb FRET	Hck-Nef inh
COCCOC(=O)c1c(C)n(C)c2ccc(OC(=O)N(C)C)cc12	5	-20	0	8	-3	-5	48	1	-1
Cc1cc(/C=C2\C(=O)NC(=O)N(c3ccc(Cl)cc3)C2=O)c(C)n1C	0	-2	-1	3	0	-11	3	3	5
CC(=O)c1ccccc1NC(=O)C1C2CCC(O2)C1C(=O)O (stereo not drawn)	-21	3	0	14	1	3	-4	3	2
O=C(c1cccn2c(=O)c3ccccc3nc12)N1CCC2(CC1)OCCO2	1	-5	-2	-14	-16	-7	7	2	4
Cc1nn(Cc2ccccc2)c(C)c1C(=O)OCC(=O)NC1CCS(=O)(=O)C1 (stereo not drawn)	-1	7	0	16	-7	4	-12[fluorescence artefact?]	-1	3
Cc1ccc(C(=O)N/C(=C\Cl)P(=O)(c2ccccc2)c2ccccc2)cc1	-5	4	-2	10	0	-14	-11	-11	4
OC1(CN2CCOCC2)C2CC3CC(C2)CC1C3 (stereo not drawn)	4	4	1	7	3	2	33[fluorescence artefact?]	-1	3
CC(=O)OC1N=C(c2ccccc2)c2cc(Br)ccc2NC1=O (stereo not drawn)	1	18	-2	22	-1	-1	1	0	1
CC(C)CCC1(CCc2ccncc2)C(=O)NC(=O)NC1=O	-9	9	4	19	0	2	14	-3	-1
Brc1ccccc1	3	3	.	8	4	-2	0	-2	30
CCCCCn1c(=O)c(C(=O)Nc2nc3ccccc3[nH]2)c(O)c2ccccc21	-4	1	10*	6	-2	-1	-4	1	15
CN(C)c1ccc(P(=S)(N(C)C)N(C)C)cc1	1	3	-2	9	7	-5	-12	0	5
Cc1ccc(CS(=O)(=O)CCC(=O)N2CCC3(CC2)OCCO3)cc1	2	-5	1	10	-1	0	0	0	0
O=C1C2CCCN2C(c2ccc(Cl)c(Cl)c2)N1c1ccccn1 (stereo not drawn)	9	-7	-1	2	-7	-3	8	0	1
Cc1cccc(OP(N)(=O)Oc2cccc(C)c2)c1	-1	-1	0	5	-3	-1	-5	0	11
CCOC(=O)c1c(C)n(CCOC)c2ccc(O)cc12	6	0	9.0*	6	4	0	-3	0	2
Cc1cc(C(=O)O)c(C)n1C1CC1	0	-2	1	6	-2	1	-5	-1	9
COc1ccc(N=Cc2c(O)n(Cc3ccccc3)c(=S)[nH]c2=O)c(OC)c1	8	2	1	1	-7	84	3	-82	-89
Cc1cccc(NC(=O)OC2CN3CCC2CC3)c1 (stereo not drawn)	5	6	-2	13	1	1	-10	0	13
O=[N+]([O-])c1cc(-n2cnnn2)c(O)c([N+](=O)[O-])c1	4	5	-5	8	-11	-1	5	7	18
O=C1/C(=C\c2cccnc2)N2CCC1CC2	-6	-4	0	3	-13	-1	0	0	-4
CCOc1ccc(C2C(C#N)=C(N)Oc3c2c(=O)oc2ccccc32)cc1 (stereo not drawn)	-6	0	0	5	2	2	2	0	0

Some of the entries above, reformatted:
Compound,hK5 inh,FXIa inh,Wee1 degr inh,FXIIa inh,Thrombin inh,Runt-SMMHC FRET,14-3-3 Bad inh,Runt-CBFb FRET,Hck-Nef inh
CCCCCn1c(=O)c(C(=O)Nc2nc3ccccc3[nH]2)c(O)c2ccccc21,-4,1,10*,6,-2,-1,-4,1,15
CN(C)c1ccc(P(=S)(N(C)C)N(C)C)cc1,1,3,-2,9,7,-5,-12,0,5
Cc1ccc(CS(=O)(=O)CCC(=O)N2CCC3(CC2)OCCO3)cc1,2,-5,1,10,-1,0,0,0,0
O=C1C2CCCN2C(c2ccc(Cl)c(Cl)c2)N1c1ccccn1 (stereo not drawn),9,-7,-1,2,-7,-3,8,0,1
Cc1cccc(OP(N)(=O)Oc2cccc(C)c2)c1,-1,-1,0,5,-3,-1,-5,0,11
CCOC(=O)c1c(C)n(CCOC)c2ccc(O)cc12,6,0,9.0*,6,4,0,-3,0,2
Cc1cc(C(=O)O)c(C)n1C1CC1,0,-2,1,6,-2,1,-5,-1,9
COc1ccc(N=Cc2c(O)n(Cc3ccccc3)c(=S)[nH]c2=O)c(OC)c1,8,2,1,1,-7,84,3,-82,-89
Cc1cccc(NC(=O)OC2CN3CCC2CC3)c1 (stereo not drawn),5,6,-2,13,1,1,-10,0,13
O=[N+]([O-])c1cc(-n2cnnn2)c(O)c([N+](=O)[O-])c1,4,5,-5,8,-11,-1,5,7,18
O=C1/C(=C\c2cccnc2)N2CCC1CC2,-6,-4,0,3,-13,-1,0,0,-4
CCOc1ccc(C2C(C#N)=C(N)Oc3c2c(=O)oc2ccccc32)cc1 (stereo not drawn),-6,0,0,5,2,2,2,0,0

Later entries
SMILES	hK5 inh	FXIa inh	Wee1 degr inh	FXIIa inh	Thrombin inh	Runt-SMMHC FRET	14-3-3 Bad inh	Runt-CBFb FRET	Hck-Nef inh
C[C@H]1CCCC(=O)CCCCCc2cc(O)cc(O)c2C(=O)O1	-2	-5	2	3	-2	1	-5	0	-1
Cc1nc2c(=O)n(C)c(=O)nc-2n(C)n1	-8	-3	-5	6	-5	-21	-10[fluorescence artefact?]	-5	-6
Cn1c(O)c(C=NCCN2CCOCC2)c(=O)n(C)c1=S	-1	-1	4	9	-3	2	2	2	22
CCOC(=O)N(C)c1ccc(C(O)(C(=O)OCC)C(F)(F)F)cc1 (stereo not drawn)	1	-4	1	-3	-9	2	6	-1	1
CC1CN=C(Nc2ccc(F)c(Cl)c2)S1 (stereo not drawn)	-9	1	1	5	-7	0	12	-1	-16
O=C(c1cnn2c(C(F)(F)F)cc(-c3ccccc3)nc12)N1CCC2(CC1)OCCO2	-25	4	-1	15	3	2	-7	2	2
CN1CCC(O)(c2ccc(Cl)cc2)C(C(=O)c2ccc(Cl)cc2)C1 (stereo not drawn)	-12	-7	-1	1	-4	10	-19	7	16
Cc1cc(N)n(C2CCN(C)CC2)n1	3	-7	-1	9	-2	-1	-8	-4	1
CC(=O)N1CCC2(CC1)CC(=O)c1cc(OCC(=O)N3CCC4(CC3)OCCO4)ccc1O2	-23	-7	-4	-5	-2	-1	5	2	5
C=Cn1ccnc1P(=S)(c1ccn(C)c1)c1nccn1C=C	3	1	-2	16	0	-1	-1	-2	0
COCCOC(=O)C1=C(N)Oc2c(c(=O)oc3ccccc23)[C@@]12C(=O)Nc1ccccc12	-20	-5	.	-3	0	0	4	-1	.
O=c1[nH]c2ccccc2n1CCCN1CCC(n2c(=O)[nH]c3cc(Cl)ccc32)CC1	-7	6	-2	12	-2	-2	92*	-1	-3
COCCNCCOc1ccc(C(C)(C)c2ccccc2)cc1	-15	-7	1	3	-6	5	35	-2	2
CC(=O)Nc1nnc(CCN(CCc2nnc(NC(C)=O)s2)[N+](=O)[O-])s1	-1	0	-1	2	-7	-7	1	1	8
CCCn1c(C(=O)c2ccc(OC)cc2)nc2ccccc21	0	-1	3	3	-9	1	9	-2	19
CCn1c(C(=O)N2CCC(C(=O)N3CCC4(CC3)OCCO4)CC2)cc2sccc21	-1	4	-4	18	2	5	1[fluorescence artefact?]	-1	1
CCOc1c(P(=S)(N(C)C)N(C)C)c(C)nn1-c1ccccc1	-3	-4	-3	11	-4	-6	-5	0	1
CC(C)NC(=O)c1ccc(N2CC3CC(C2)c2cccc(=O)n2C3)c([N+](=O)[O-])c1 (stereo not drawn)	-1	-8	0	9	2	-2	-2	.	2
CN1C(=O)C(=Cc2sc(=O)n(-c3ccccc3)c2N2CCCCC2)C(=O)N(C)C1=O	0	0	4	4	-4	-50	-5	-12	11
CC1CCCCN1Cc1ccc(Cl)nc1 (stereo not drawn)	-13	14	-2	1	2	-1	-19	0	13
N#Cc1ccccc1NC(=O)CN1CC=C(c2ccccc2)CC1	-3	5	5	10	-1	-1	-14	-3	55*
O=C1C=Cc2ccccc2C1=O	-9	5	-2	7	0	14	32	10	26
CCOC(=O)C1(c2ccccc2)CCN(CC(=O)Nc2cccc3ccccc23)CC1	-22	21	-2	11	2	2	-11	-4	5
Cc1cc(C)cc(N2C(=O)NC(=O)/C(=C/c3cccn3-c3ccc(Cl)cc3)C2=O)c1	-11	5	0	13	-1	-12	0	-4	5
O=C1/C(=C\c2ccc(Cl)c(Cl)c2)N2CCC1CC2	0	2	1	3	-3	-5	-9	1	4
O=C(NCC(c1cccnc1)N1CCOCC1)Oc1ccccc1 (stereo not drawn)	-24	8	-4	15	0	0	8	2	0
C=CCN1C(=O)/C(=C\c2ccc(N3CCOCC3)o2)C(=O)NC1=S	-10	12	0	16	1	-43	-5[fluorescence artefact?]	-10	7
